# Assay outcomes: PubChem BioAssay, several laboratories
# phage Ecoli inh = E. coli growth loss with phage present; growth absorbance; inhibition, % at 11.9 µM; actives 0.26% (n = 360,000); in the data active = inhibition above about 11%
# PKA-R1A activ = activators of PKA-R1A complex | P00514+P68181 | PKA-R1A dissociation, Cy5-IP20 fluorescence polarization; scaled: DMSO 0%, 113 µM cGMP 100% | activation, % at 11.4 µM | actives 0.083% (n = 340,000) | AID 504707;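 active = percent activation above the mean of all tested compounds plus 3 SD, cut at about 19% in these data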;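 also: higher means more PKAc released from R1A so a rise in polarization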
# Mot1-301 SUMO = SUMOylation pathway inhibition by Mot1-301 growth rescue. S. cerevisiae Mot1-301 growth rescue, ATP luminescence, 38.5C; percent above DMSO median, 100 means doubled. growth rescue, % at 18.8 µM. actives 1% (n = 320,000);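 active = every valid replicate shows activation above 250% relative to neutral control wells; inactive = the rest, any valid replicate at or below 250%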;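 also: OY570 slx delta 5 strain wells were the positive control but not used for scaling; some compounds called inactive have numbers as strong as hits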
# AddAB inh = less growth of phage-infected E. coli with AddAB | E. coli expressing H. pylori AddAB, absorbance growth | inhibition, % at 11.9 µM | actives 0.29% (n = 330,000) | AID 435030; in the data active = inhibition above about 12%;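 also: 0% = vehicle wells of infected cells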
# Arr AP2 block = blocks beta-arrestin peptide binding to AP2 adaptin; AID 504490; actives 0.31% (n = 340,000); FITC-arrestin peptide / GST-AP2 beads, flow cytometry; AP2 beta2 appendage carries R879A mutation; inhibition, % at 10 µM;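 active = inhibition above a set limit, near 3 SD of compounds lacking own fluorescence, cut at about 54% in these data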;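 also: plate controls were DMSO wells for no effect and 5 µM unlabelled arrestin peptide for full effect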
#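 System: GST-AP2 R879A glutathione beads | Also added: FITC-arrestin peptide, 50 nM | Times: 12 min plus 1 h, RT | Signal: Bead flow cytometry, FITC channel | Buffer or medium: PBS with 0.05% Tween 20 and 0.1% BSA | Read-out basis: Percent drop in bead-associated FITC signal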
# OPRM1-OPRD1 ag = OPRM1-OPRD1 heterodimerization agonism. AID 504326. cells, luminescence. activation, % at 9.3 µM. actives 0.3% (n = 340,000); in the data active = activation above about 18%;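 also: 0% = vehicle-treated cells and 100% = reference agonist; values of inactives mirror those of a sister screen read the other way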
# DSG3 Ab inh = human desmoglein-3 autoantibody binding inhibition; DSG3-coupled beads, scFv-anti-DSG3-GFP binding, flow cytometry; hits give low values; binding (percent of control), % at 10 µM; actives 0.48% (n = 310,000); AID 588358;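 active = binding more than 3 SD below its plate's average and above zero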;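 also: hits lower antibody fragment binding to DSG3; some compounds called inactive have numbers as strong as hits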
# Target sequence (P32926 whole entry, looked up, the tested form may be a part): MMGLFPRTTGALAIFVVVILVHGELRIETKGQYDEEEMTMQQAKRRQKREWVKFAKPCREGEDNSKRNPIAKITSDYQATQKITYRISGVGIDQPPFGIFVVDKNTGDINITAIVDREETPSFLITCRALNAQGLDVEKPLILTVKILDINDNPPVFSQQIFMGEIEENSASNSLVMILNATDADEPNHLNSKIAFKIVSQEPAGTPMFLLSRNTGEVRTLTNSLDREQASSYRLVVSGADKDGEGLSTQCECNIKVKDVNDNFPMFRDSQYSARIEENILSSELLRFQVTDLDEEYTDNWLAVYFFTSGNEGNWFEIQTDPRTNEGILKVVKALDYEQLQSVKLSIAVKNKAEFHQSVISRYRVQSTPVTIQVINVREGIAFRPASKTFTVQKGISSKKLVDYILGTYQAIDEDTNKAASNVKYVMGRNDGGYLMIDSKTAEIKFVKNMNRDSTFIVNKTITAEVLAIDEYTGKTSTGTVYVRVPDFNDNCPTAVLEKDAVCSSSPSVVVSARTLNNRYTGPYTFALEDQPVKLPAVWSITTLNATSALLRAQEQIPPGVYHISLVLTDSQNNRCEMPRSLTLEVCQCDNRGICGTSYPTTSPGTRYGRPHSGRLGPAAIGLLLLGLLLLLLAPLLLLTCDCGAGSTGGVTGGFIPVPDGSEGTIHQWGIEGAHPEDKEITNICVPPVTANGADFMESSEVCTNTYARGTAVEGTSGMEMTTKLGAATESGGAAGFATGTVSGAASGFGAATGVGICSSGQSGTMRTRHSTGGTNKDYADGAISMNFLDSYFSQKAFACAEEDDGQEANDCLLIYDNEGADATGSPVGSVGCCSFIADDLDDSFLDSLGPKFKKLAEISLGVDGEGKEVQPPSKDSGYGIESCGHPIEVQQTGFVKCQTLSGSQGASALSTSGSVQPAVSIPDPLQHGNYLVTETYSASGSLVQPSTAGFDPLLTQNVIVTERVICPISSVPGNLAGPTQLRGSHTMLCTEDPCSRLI
# Ecoli viability = reduces bacterial viability in AddAB counter-screen; E. coli V3065 growth, OD600 absorbance, 18 h; AID 449728; inhibition, % at 11.9 µM; actives 0.27% (n = 330,000);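 active = inhibition above the campaign's mean inhibition across all tested compounds plus 3 SD, cut at about 9.9% in these data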;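 also: uninfected addAB+ strain grown without phage in ampicillin broth; 0% = DMSO wells and 100% = ciprofloxacin 0.95 µg/ml wells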
# Tat transport = inhibitors of E. coli Tat protein transport; E. coli MC4100 TorA-mCherry Tat export, fluorescence; actives 0.036% (n = 340,000); inhibition, % at 10 µM;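 active = mean replicate inhibition at least 50% and at least half of replicates individually reaching 50%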;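 also: exported cargo escapes ClpAP degradation while cytoplasmic cargo is degraded and loses fluorescence; 0% = median of neutral control wells and 100% = median of NaSCN control wells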
# PfHsp90 yeast 2 = growth inhibition of yeast expressing Plasmodium Hsp90; S. cerevisiae expressing PfHsp90, BacTiter-Glo ATP, 48 h; yeast lacking PDR1 and PDR3 efflux regulators; inhibition, % at 9.4 µM; actives 0.32% (n = 310,000); AID 504621;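 active = every replicate shows inhibition above about 80%, whatever the replicate mean, limit read from the data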;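 also: 0% = DMSO neutral controls and 100% = 20 µM radicicol positive controls; yeast relying on Plasmodium falciparum Hsp90 in place of its own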
# MOR-DOR inv ag = inverse agonist of human OPRM1-OPRD1 heterodimerization; P35372+P41143; cell-based MOR-DOR heterodimer luminescence, inverse agonism; inhibition, % at 9.3 µM; actives 0.21% (n = 340,000); AID 504357; in the data active = inhibition above about 22%, passing the limit was not always enough;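 also: 0% = cells with DMSO and 100% = wells without cells with DMSO; values of inactives mirror those of a sister screen read the other way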
# Numbers without * were called inactive; · = not tested or not shown.
SMILES,phage Ecoli inh,PKA-R1A activ,Mot1-301 SUMO,AddAB inh,Arr AP2 block,OPRM1-OPRD1 ag,DSG3 Ab inh,Ecoli viability,Tat transport,PfHsp90 yeast 2,MOR-DOR inv ag
O=C(N/N=C/c1ccncc1)c1cccc(NC(=O)c2ccc(Cl)cc2)c1,1.9,-5,-13,-0.6,3,2.4,116,1.4,-3,-4,-17
O=C(N/N=C/c1ccc(Sc2nc3ccccc3s2)c([N+](=O)[O-])c1)c1ccccn1,-0.9,3,-24,-0.8,39,-0.3,102,1.5,3,-14,2
N=C1C(c2ccc(Br)cc2)=C(O)C2CCc3ccccc3N12 (stereo unspecified),0.6,-2,9,1.8,6,-2.0,97,0.1,8,17,11
NC(=O)N/N=C/c1ccc(OCc2cccc(Cl)c2)cc1,2.3,-5,221,2.5,11,1.6,98,0.8,-1,-10,-8
NC(=O)C(=O)N/N=C1\CCc2ccccc21,2.5,-12,-11,0.2,26,0.9,96,0.3,-10,-6,-4
Cc1occc1C(=O)N1CCN(c2ccc([N+](=O)[O-])cc2)CC1,0.2,10,67,-0.8,-8,-2.4,·,-2.9,0,-9,13
O=C(NCc1ccccc1Cl)c1ccc(S(=O)(=O)NCc2ccco2)cc1,4.1,4,·,·,-15,-1.6,99,·,-5,12,10
COc1ccc(C(=O)Nc2cccc3c2CCCC3)c(OC)c1,-1.3,·,8,-0.8,-8,·,100,-2.5,·,·,·
CN(CC(=O)Nc1ccc(F)c(F)c1F)C(=O)C1CCCC1,-1.6,-6,·,-0.6,-4,-1.9,·,-2.3,2,-3,8
Cc1nn(Cc2ccccc2)c(C)c1NC(=O)c1cc2nc(-c3ccco3)cc(C(F)(F)F)n2n1,2.6,-3,25,0.7,0,-2.0,102,-0.4,-2,5,10
O=C(Cn1nnc(-c2cccc(C(F)(F)F)c2)n1)N1CCCCCC1,2.5,7,-13,3.6,-5,2.3,102,0.2,7,7,-9
C[C@H](N)c1nnc(SCC(=O)c2ccc(Cl)cc2)o1,-1.0,5,·,0.2,27,-0.5,100,0.8,7,-3,3
COc1ccc(S(=O)(=O)CCC(=O)N2CCN(c3ccccc3F)CC2)cc1,3.3,0,-19,1.2,4,-1.9,98,0.7,8,8,9
NC(=O)N/N=C/c1cc(Br)ccc1OC(=O)c1ccccc1,3.6,1,4,1.8,-6,0.7,96,0.7,3,31,-3
COc1ccc(CCC(=O)Nc2ccc(-c3noc(-c4ccc(OC)c(OC)c4)n3)cc2)cc1,-0.4,-5,2,1.1,6,3.9,102,-0.1,-3,8,-23
CCc1ccc(OC(C)c2nnc(SCC(=O)Nc3ncccc3C)n2C)cc1 (stereo unspecified),3.4,-10,14,0.9,4,0.7,104,0.6,-5,-28,-4
COc1ccc(C(C(=O)NC2CCCCC2)N(C(=O)c2sc(C)nc2C)c2ccccc2)cc1 (stereo unspecified),-0.2,3,-7,1.0,-5,-0.8,92,0.3,-4,24,6
O=C(CCNC(=O)c1ccccc1Cl)NCC(c1ccc(F)cc1)N1CCOCC1 (stereo unspecified),0.5,4,-10,0.3,24,-1.6,105,1.1,-8,·,8
Cc1ccc(-c2cc(C(F)F)nc(NCc3cccs3)n2)cc1,3.6,-20,-1,0.7,-10,0.4,113,0.7,9,·,-2
CC(C)C(=O)Nc1ccc(NC(=S)NC(=O)c2ccccc2F)cc1,-1.2,-2,495*,4.2,6,-2.1,101,0.3,4,-19,11
O=S(=O)(NCC(Nc1ccccc1)c1ccccc1)c1ccc(Cl)cc1 (stereo unspecified),2.8,-5,12,2.7,6,11,99,0.7,11,27,-58
Cc1ccc2c(n1)CC(C)(C)CC2=O,1.1,2,-14,1.9,-2,-2.4,99,-1.5,-3,-3,15
Cc1cc(=O)[nH]c2ccc(S(=O)(=O)Nc3ccccc3)cc12,-0.5,-2,-3,1.7,45,-2.2,108,3.3,10,-6,11
CC(C)C(=O)Nc1ccc(C(=O)N/N=C/c2cc(Br)cc(Br)c2O)cc1,3.6,-5,35,3.8,14,0.2,91,1.4,3,6,-2
FC(F)Oc1ccc(NC(=S)NCc2cccnc2)cc1,7.4,-7,-1,9.1,13,-1.2,114,3.7,-15,·,6
CCN1CCN(c2nc(-c3ccccc3)c3ccccc3n2)CC1,1.9,7,8,1.4,-12,0.6,102,-1.3,-5,25,-4
O=C(NCc1ccc2c(c1)OCO2)Nc1cccc(Cl)c1,2.3,2,-13,-0.3,4,-0.2,112,0.3,1,-7,1
Cc1cc(C(=O)COC(=O)c2csc3c2CCCC3)c(C)n1C,1.4,-4,1,0.8,6,0.9,90,-4.4,0,5,-6
CC(C)NC(=O)CSc1nnc(C2CC2)n1-c1ccccc1,2.2,-11,21,3.0,0,-2.6,95,-0.9,0,·,12
CCOc1ccccc1CN1CCN(S(=O)(=O)CC)CC1,0.3,-3,5,0.3,-3,-1.6,95,-1.2,-3,16,9
c1ccc(-c2csc(Nc3cccnc3)n2)cc1,1.5,-1,42,2.5,3,2.2,106,1.9,-2,-2,-12
CC1(CCc2ccccc2)NC(=O)N(Cc2cc([N+](=O)[O-])cc3c2OCOC3)C1=O (stereo unspecified),2.5,-6,635,-0.3,33,-2.6,100,-1.5,1,24,14
COC(=O)c1ccc(C(=O)N(Cc2ccccc2)c2ccccc2)cc1,0.4,-1,-9,0.2,-12,0.6,106,1.4,-2,-15,-4
O=[N+]([O-])c1ccc(-c2nnc3n2CCCCC3)cc1,1.7,0,4,-1.0,1,0.3,91,2.6,-2,-9,-1
COc1cc(/C=N/Nc2ccc(C(=O)O)cc2)ccc1O,3.6,-2,-6,1.3,-6,-2.1,88,1.1,10,-81,10
CCOC(=O)N1CCN(c2nc3ccccn3c(=O)c2C=O)CC1,1.9,8,7,-2.5,24,-2.0,94,-1.9,-7,2,12
O=C(NCc1ccccc1)C1=C[C@@H](C2CCCCC2)C[C@@H](OCCCCO)O1,1.8,-8,14,1.8,27,1.0,104,-1.4,0,1,-6
N#Cc1cccc(C(c2nnnn2CCc2ccccc2)N2CCN(C3CCCCC3)CC2)c1 (stereo unspecified),2.7,14,-1,0.6,9,0.1,101,0.4,0,2,0
O=C(CSC1=N/C(=C/c2ccco2)C(=O)N1c1ccc(OC(F)F)cc1)NC1CCS(=O)(=O)C1 (stereo unspecified),2.7,-4,-18,0.2,12,-1.0,98,-1.9,-2,11,6
Cc1sc2nc(C(C)C)nc(SCC(=O)N3c4ccccc4CC3C)c2c1C (stereo unspecified),-0.1,-1,-13,1.4,-23,2.5,98,-1.7,-5,11,-11
COc1ccccc1C1(O)CC2CCC(C1)N2S(=O)(=O)c1ccc(C(C)=O)cc1 (stereo unspecified),-0.9,-1,-6,0.9,27,2.2,101,-2.1,-9,12,-14
COc1ccc(N2CCN(C(=O)c3ccc(-c4nc5ccccc5s4)o3)CC2)cc1,1.4,-11,34,2.4,-5,-3.0,104,1.8,13,-7,13
C[C@H](CO)N1C[C@H](C)[C@@H](CN(C)S(=O)(=O)c2ccccc2)Oc2c(NC(=O)C3CCCCC3)cccc2C1=O,2.1,-10,103,-0.8,35,-1.6,102,-1.0,0,35,9
COc1ccc(CNC2c3ccccc3-c3ccccc32)cc1OC,1.4,-9,-12,2.2,3,-2.2,·,1.3,4,9,14
O=C(CCCn1c(SCC(=O)c2ccc(Cl)cc2)nc2ccccc2c1=O)NCc1ccco1,0.6,-2,179,2.1,33,-1.6,93,1.4,1,-2,8
Cc1ccc(OCCCC(=O)N(C)CC(=O)Nc2ccccc2Br)cc1,2.9,-6,-3,-1.4,-5,-1.1,118,-1.5,-5,24,6
CCOc1cccc(C2CC(=O)Nc3cc(OC)c(OC)cc32)c1 (stereo unspecified),1.0,-3,5,2.7,11,-0.5,94,0.1,-1,8,2
CC1CCc2[nH]c3ccc(C(=O)N(C)CC(=O)Nc4ccccc4C(F)(F)F)cc3c2C1 (stereo unspecified),3.2,-20,-2,-2.4,-17,0.5,104,-1.8,12,9,-4
CCOc1cc(/C=C2/C(=O)N(c3ccccc3)N=C2C)ccc1OC(=O)c1cccs1,·,-13,1,-0.9,31,-2.8,94,-0.2,-8,-1,15
CCC(c1nnnn1C1CCCC1)N(Cc1cccs1)Cc1cc2cccc(C)c2[nH]c1=O (stereo unspecified),-0.3,8,10,1.4,-2,5.5,81,-2.0,7,-53,-25

# A second format for some results above.
SMILES	phage Ecoli inh	PKA-R1A activ	Mot1-301 SUMO	AddAB inh	Arr AP2 block	OPRM1-OPRD1 ag	DSG3 Ab inh	Ecoli viability	Tat transport	PfHsp90 yeast 2	MOR-DOR inv ag
C[C@H](CO)N1C[C@H](C)[C@@H](CN(C)S(=O)(=O)c2ccccc2)Oc2c(NC(=O)C3CCCCC3)cccc2C1=O	2.1	-10	103	-0.8	35	-1.6	102	-1.0	0	35	9
COc1ccc(CNC2c3ccccc3-c3ccccc32)cc1OC	1.4	-9	-12	2.2	3	-2.2	·	1.3	4	9	14
O=C(CCCn1c(SCC(=O)c2ccc(Cl)cc2)nc2ccccc2c1=O)NCc1ccco1	0.6	-2	179	2.1	33	-1.6	93	1.4	1	-2	8
Cc1ccc(OCCCC(=O)N(C)CC(=O)Nc2ccccc2Br)cc1	2.9	-6	-3	-1.4	-5	-1.1	118	-1.5	-5	24	6
CCOc1cccc(C2CC(=O)Nc3cc(OC)c(OC)cc32)c1 (stereo unspecified)	1.0	-3	5	2.7	11	-0.5	94	0.1	-1	8	2
CC1CCc2[nH]c3ccc(C(=O)N(C)CC(=O)Nc4ccccc4C(F)(F)F)cc3c2C1 (stereo unspecified)	3.2	-20	-2	-2.4	-17	0.5	104	-1.8	12	9	-4
CCOc1cc(/C=C2/C(=O)N(c3ccccc3)N=C2C)ccc1OC(=O)c1cccs1	·	-13	1	-0.9	31	-2.8	94	-0.2	-8	-1	15
CCC(c1nnnn1C1CCCC1)N(Cc1cccs1)Cc1cc2cccc(C)c2[nH]c1=O (stereo unspecified)	-0.3	8	10	1.4	-2	5.5	81	-2.0	7	-53	-25

# (next part)
SMILES,phage Ecoli inh,PKA-R1A activ,Mot1-301 SUMO,AddAB inh,Arr AP2 block,OPRM1-OPRD1 ag,DSG3 Ab inh,Ecoli viability,Tat transport,PfHsp90 yeast 2,MOR-DOR inv ag
COc1ccc(/C=N/n2c(SC)nnc2-c2ccccc2)c(OC)c1OC,1.3,-8,·,·,-1,-4.1,103,·,5,26,22
COc1cc2c(cc1OC)CN(C(=O)c1ccc3nc[nH]c3c1)CC2,-0.9,-7,-4,-3.2,12,-3.4,95,0.3,2,19,16
O=C(Nc1ccc(N2CCN(Cc3ccccc3F)CC2)cc1)c1ccc([N+](=O)[O-])o1,1.7,-12,5,5.4,-8,8.0,104,7.2,-7,13,-43
CC(C)=CCC/C(C)=C/Cc1c(O)ccc(C(=O)/C=C/c2ccc(O)cc2)c1O,2.4,-9,17,4.2,-5,2.5,·,-0.2,0,50,-14
